From PubChem
Vif-APOBEC3F blk: inhibitors of Vif-A3F interaction; HeLa A3F-eYFP + Vif (tagged APOBEC3F with the HIV-1 protein that degrades it), YFP fluorescence increase; Potency, µM (doses to about 46.1 µM), for inactives: at the top dose activity, negative = active; 0.2% of 390,000 active; note: potency is the fitted concentration of half-maximal effect; % of control where 0% means no effect; nearly all actives have a fitted effect of over 65% in size
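HeLa cells stably expressing Vif plus C-terminally eYFP-tagged A3F were seeded, incubated overnight at 37 deg C, dosed with compound, incubated overnight again at 37 deg C. Yellow fluorescence (Ex 488/Em 500-530) reported blocked Vif-mediated A3F-eYFP degradation.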
D2 agonist: agonists of human D2 dopamine receptor | P14416 | HEK293 T-REx D2 cells, calcium flux agonist mode | activation, % at 2 µM | 0.53% of 340,000 active | AID 485358;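 active = activation over 3 SD above normal in the single-dose calcium agonist read, cut at about 30% in these data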; note: 0% is about no effect
Target sequence (P14416 whole entry, looked up): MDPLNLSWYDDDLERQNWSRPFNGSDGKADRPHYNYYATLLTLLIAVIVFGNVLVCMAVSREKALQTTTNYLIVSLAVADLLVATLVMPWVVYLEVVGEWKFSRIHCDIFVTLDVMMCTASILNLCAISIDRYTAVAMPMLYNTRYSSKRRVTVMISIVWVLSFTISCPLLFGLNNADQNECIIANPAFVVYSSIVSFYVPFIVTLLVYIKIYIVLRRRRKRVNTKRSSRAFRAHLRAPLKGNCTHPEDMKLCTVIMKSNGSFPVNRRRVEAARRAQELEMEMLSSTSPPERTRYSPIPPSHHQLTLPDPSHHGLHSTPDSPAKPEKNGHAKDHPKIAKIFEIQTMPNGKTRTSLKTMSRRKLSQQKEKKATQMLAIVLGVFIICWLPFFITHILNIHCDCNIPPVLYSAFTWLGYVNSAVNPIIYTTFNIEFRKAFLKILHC
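Agonism is scored from calcium flux in a force-coupled, inducible HEK293 cell line expressing D2, read kinetically for 180 s after compound addition against dopamine controls.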
D2 antagonist: antagonists of human D2 dopamine receptor; inhibition, % at 10 µM; P14416; 2% of 340,000 active; HEK293 TREx D2 cells, calcium flux, dopamine EC80; AID 485344; in the data active = inhibition above about 30%; note: 0% is about no effect
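Compounds are added to dye-loaded, induced HEK293 T-REx cells coupled to calcium release via D2; after a 3 min kinetic read an EC80 dopamine stimulus is given and fluorescence is recorded for 3 more min.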
GRP78 ERSR act: ER stress response induction in glioma; Potency, µM, for inactives: top-dose activation, usual class: activators; 0.02% of 420,000 active; U87-MG GRP78 promoter luciferase reporter, 16 h; note: potency is the fitted concentration of half-maximal effect; series mostly up to about 76 µM; % of control where 0% means no effect; nearly all actives have a fitted effect of over 35% in size
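ERSR induction read as luciferase luminescence (Bright-Glo, 10 min at room temperature) in stably transfected human U87-MG glioma cells exposed to compounds for 16 h, using GRP78 as sensor.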
Vif-APOBEC3G blk: Vif-A3G binding inhibition | 0.076% of 410,000 active | Potency, µM (titrated, usually from 46.1 µM), without a hit: at the top dose activity, negative = active, most hits filed as inhibitors | AID 602310 | HeLa A3G-eYFP + Vif (tagged APOBEC3G with the HIV-1 protein that degrades it), YFP fluorescence, overnight | Q9HC16;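 note: potency is the fitted concentration of half-maximal effect; % is set by controls: 0 for no effect and ±100 for the full control effect; nearly all actives have a fitted effect of over 60% in size; hits raise eYFP signal because A3G escapes Vif-driven loss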
Target sequence (Q9HC16 whole entry, looked up): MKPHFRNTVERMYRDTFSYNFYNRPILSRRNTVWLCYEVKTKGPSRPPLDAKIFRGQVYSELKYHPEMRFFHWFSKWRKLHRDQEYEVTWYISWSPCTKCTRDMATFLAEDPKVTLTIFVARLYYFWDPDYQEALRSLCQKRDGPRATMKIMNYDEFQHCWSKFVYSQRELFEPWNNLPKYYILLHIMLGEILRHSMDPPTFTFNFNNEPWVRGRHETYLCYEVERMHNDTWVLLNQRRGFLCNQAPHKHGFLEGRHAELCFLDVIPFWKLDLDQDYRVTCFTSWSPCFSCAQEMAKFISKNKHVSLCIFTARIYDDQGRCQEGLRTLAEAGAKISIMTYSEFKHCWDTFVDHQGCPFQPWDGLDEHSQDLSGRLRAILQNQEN
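Read-out is eYFP fluorescence (Ex 488/Em 500-530) from Vif-expressing HeLa A3G-eYFP cells; more signal means A3G escaped Vif-mediated degradation. Cells plated overnight, compound pinned in, incubated overnight at 37 deg C.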
ERG-DNA inh: ERG Ets/DNA interaction inhibition; 0.028% of 370,000 active; P11308; Potency, µM (titrated, usually from 76.9 µM), inactives show at the top dose FP activity, negative = inhibition, actives largely listed as inhibitors; fluorescence polarization, His-ERG Ets domain / labelled DNA; active = well fitted inhibition curve with a large enough effect in the polarisation, with a control signal flat; inconclusive = small, poorly fitted or top-dose-only effect, or effect the other way, or a change in a side signal; inactive = no such curve, though single readings can be large or run the other way; the % refers to the polarisation;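 note: polarization taken with two DNA probes labelled with fluorescein and Texas red; potency is the fitted concentration of half-maximal effect; % of control where 0% means no effect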
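His-tagged ERG Ets domain (1 uM in the protein solution; 300mM KCl, 50mM Tris-HCl, 1mM EDTA, 1mM DTT, pH 7.5) received compound, then a probe mix of 5 nM fluorescein-DNA and 100nM Texas-615-DNA. Fluorescence polarization was read for both dyes.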
RGS4 inh: inhibitors of human regulator of G protein signaling 4; Potency, µM (titrated, usually from 114 µM), for the others: at the highest dose activity change, negative = inhibition, hits mostly inhibitors; Transcreener GDP fluorescence polarization, RGS4-accelerated GTP hydrolysis; 0.039% of 390,000 active; P49798; note: potency is the fitted concentration of half-maximal effect; % is set by controls: 0 for no effect and ±100 for the full control effect; nearly all actives have a fitted effect of over 75% in size; some results filed as inactive show a strong effect at the top dose
Target sequence (P49798 whole entry, looked up): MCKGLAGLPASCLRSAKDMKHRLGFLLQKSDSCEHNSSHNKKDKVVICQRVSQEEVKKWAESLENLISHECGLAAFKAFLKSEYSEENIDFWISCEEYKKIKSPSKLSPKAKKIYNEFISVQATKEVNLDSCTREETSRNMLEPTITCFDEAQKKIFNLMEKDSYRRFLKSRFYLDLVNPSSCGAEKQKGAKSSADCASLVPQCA
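MLSMR compounds (23 nl, pin-transferred) preincubated 10 min at room temperature with a 500nM (2x) first reagent, then RGS4 at 900nM (2x) plus Transcreener GDP mix added; fluorescence polarization (620/688 nm) read before and after 90 min at 30 °C.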
ALOX12 inh: inhibitors of human 12S-lipoxygenase ALOX12. P18054. 1.1% of 580,000 active. AID 1671190. purified 12hLO, xylenol orange hydroperoxide absorbance. Potency, µM (series often up to 108 µM), for inactives: at the highest dose activity change, negative = inhibition, most hits filed as inhibitors; note: potency is the fitted concentration of half-maximal effect; % is set by controls: 0 for no effect and ±100 for the full control effect
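Hydroperoxide product was detected by ferrous iron/xylenol orange as the 573 to 405 nm absorbance ratio. Arachidonic acid at 40 uM (final) was turned over for 30 min at room temperature by 150 nM human 12hLO, pH 7.0 Hepes buffer, after 15 min compound preincubation.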
LDHA block: blocks human lactate dehydrogenase A; purified LDHA, NADH/diaphorase-resazurin fluorescence; hits give low values; AID 1347041; 0.15% of 480,000 active; activity change, % (values are at about 110 or 230 µM); in the data active = activity change below about -30%; inconclusive = mostly about -25% to -30%;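 note: plate controls were DMSO wells for no effect and wells without enzyme for full effect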
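LDH5 2 nM; NADH 0.06 mM, pyruvate 0.2 mM; 200 mM Tris pH 7.4, EDTA, Tween-20; 5 min RT. Detection: diaphorase 0.133 mg/mL + resazurin 37 µM, fluorescence ex540/em590 at 0 and 20 min; normalized to enzyme-free and DMSO wells.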
* hit, by the source's call; ? = inconclusive; . = no result given; & = joins results of further samples; [ ] = dose if it differs, or a comment. Unless noted, calls come from the whole dose curve; as a rule, active = well fitted curve in the direction sought with a large enough effect; inconclusive = small, poorly fitted or top-dose-only effect, or another doubt; inactive = no such curve, though single readings can be large; an effect the other way counts as inactive or inconclusive.

SMILES	Vif-APOBEC3F blk	D2 agonist	D2 antagonist	GRP78 ERSR act	Vif-APOBEC3G blk	ERG-DNA inh	RGS4 inh	ALOX12 inh	LDHA block
CCCC12CN3CN(C1)CC(CCC)(C3)C2O (stereo not drawn)	-2%	-0.7	3	-6%	1%	-2%	-17%[11.4 µM]	5%	-1
Nc1c2c(nc3sc4c(c13)CCCC4)CCCC2	2%	-0.4	-6	-3%	5%	-4%	4%	4%	4
C=CCn1c(O)c(C(CC)=NC(C)c2ccccc2)c(=O)[nH]c1=O (stereo not drawn)	-4%	-0.1	-4	0%	-12%	-3%	-22%	-2%	-5
O=C1NC(=O)N(c2cccc(Cl)c2)C(=O)/C1=C\c1ccc(Sc2nc3ccccc3[nH]2)o1	?	.	.	4%	-9%	106%[activator]	?	10µM*	-20
CC(C)(O)[C@H]1O[C@H]2CC[C@@]3(C)[C@@](O)(CC[C@H]4Cc5c([nH]c6ccccc56)[C@@]43C)C2=CC1=O	?	3.5	-1	-5%	-2%	16%	9%	.	6
COc1cc2c(cc1OC)-c1c(OC)c(OC)cc3c1[C@H](C2)N(C)CC3	-8%	0.9	10	-6%	-1%	14%	-18%	-16%	1
COc1ccc(OC)c(CC(=O)O)c1	1%	-1.1	4	-4%	3%	-3%	-6%	12%	-14
CCC(C)n1c(O)c(C=Nc2cccc(C(F)(F)F)c2)c(=O)[nH]c1=S (stereo not drawn)	-8%	-0.8	12	-3%	-29%	11%	-21%	?	0
CC(=O)N1CCN(CCN=Cc2c(O)n(-c3ccc(F)cc3)c(=S)[nH]c2=O)CC1	9%	1.4	-14	-2%	1%	2%	8%	100%[activator]	-3
Cc1ccc(-n2c(C)nc3ccccc3c2=O)cc1C	-6%	1.3	13	-3%	5%	-10%	17%	-14%	-14
COc1cc2c(C(=O)O)c(C)n(C)c2cc1Br	-24%	2.7	-13	-6%	-5%	5%	18%	-3%	-5
CCOC(=O)c1c(-n2c(C)cc(/C=C3\C(=O)NC(=O)N(C)C3=O)c2C)sc2c1CCCC2	1%	-0.6	-12	-2%	1%	?	?	?	2
CCCS(=O)(=O)N1CCC(C(=O)N2CCC3(CC2)OCCO3)CC1	1%	-0.5	-2	-2%	-2%	-6%	1%	0%	-3
Cc1[nH]c2ccccc2c1/C=N/O	0%	1.1	-14	1%	0%	-5%	-9%	-20%	-7
Clc1ccccc1CNCCc1c[nH]c2ccccc12	-3%	.	.	0%	1%	.	.	-7%	-1
O=S(=O)(c1ccc(F)cc1)N1CN2CCN(C2)C1	-3%	2.2	-7	-3%	2%	10%	14%	11%	-2
Cc1ccc(CN2C(=O)c3ccccc3Sc3ccc(C(=O)N4CCC5(CC4)OCCO5)cc32)cc1	2%	-0.2	.	-4%	-4%	2%	19%	0%	-3
COC(=O)C1=C(c2cccc(OCc3ccccc3)c2)C[C@@H]2CC[C@H]1N2C(=O)NCc1ccc(C(F)(F)F)cc1	6%	0.8	-15	-4%	4%	-6%	-10%	4%	3
C=C(C)CC1(CC)C(=O)NC(=S)NC1=O	7%	.	.	-2%	0%	-3%	-10%	?	-9
Cc1nnc(NC(=O)c2cccn(Cc3cccc(Cl)c3)c2=O)s1	-5%	0.7	.	-4%	-1%	0%	-4%	0%	-4
COP(=O)(OC)c1nc(-c2ccc([N+](=O)[O-])cc2)oc1N1CCCCC1	?	7.4	-18	-6%	-21%	1%	1%	0%	-1
CCC(=O)c1ccc(OC(=O)N(C)c2ccccc2)cc1	-3%	0.4	0	-3%	1%	2%	5%	-5%	-10
CCOc1ccccc1-n1c(O)c(C=NCc2ccc3c(c2)OCO3)c(=O)[nH]c1=O	-8%	0.7	-11	-2%	0%	0%	-4%	0%	-2
FCCN(CCF)c1cccc(Cl)c1	-19%	-0.8	6	-7%	-2%	3%	15%	0%	-9
CN1C(=O)C(C2(C#N)CCCCC2)C(=O)N(C)C1=O	-10%	1.1	21	0%	2%	-4%	-3%	-3%	-1

Other results:
SMILES	Vif-APOBEC3F blk	D2 agonist	D2 antagonist	GRP78 ERSR act	Vif-APOBEC3G blk	ERG-DNA inh	RGS4 inh	ALOX12 inh	LDHA block
NCCCN1CCN(c2ccccc2)CC1	-16%	-0.8	95*	2%	0%	-9%	21%	-5%	-2
CCn1c(O)c(/C(C)=N/N2CCCCC2c2cccnc2)c(=O)[nH]c1=S (stereo not drawn)	5%	-0.2	-18	-5%	0%	13%	-2%	-1%	-6
CC1C(c2cccs2)=[N+]([O-])C(C)(C(=O)c2cccs2)N1O (stereo not drawn)	-17%	.	.	-3%	0%	2%	28%	-14%	-6
COc1cccc(CN2CCNCC2)c1	11%	0.3	-5	-2%	2%	13%	-7%	-24%	-2
CCC(C)N1C(=O)NC(=O)C2(Cc3c(ccc4ccccc34)N(C)C2)C1=O (stereo not drawn)	3%	-0.6	-27	-6%	-7%	-1%	?	?	27
COC(=O)C1=C(c2cccc3c2S(=O)(=O)c2ccccc2-3)C[C@@H]2CC[C@H]1N2C(=O)N1CCc2cc(OC)c(OC)cc2C1	7%	0.0	-3	-3%	-6%	3%	0%	-28%	-5
CCC(COC(=O)NC)NC(=O)Oc1cccc(C)c1 (stereo not drawn)	-1%	-0.1	-4	0%	3%	8%	-16%	43%	-2
Cc1ccc(C2=NN(CCC(=O)N3CCC4(CC3)OCCO4)C(=O)CC2)cc1	0%	.	.	-3%	0%	-1%	5%	-1%	-2
CC1=NN=C(c2ccc(N)cc2)c2cc3c(cc2C1)OCO3	1%	1.2	-1	-3%&2%&-2%	-4%&2%	2%	-5%[56.9 µM]	?	12&10
CCCCn1c(O)c(C(C)=NCC2CCCO2)c(=O)[nH]c1=O (stereo not drawn)	2%	0.0	0	-2%	0%	1%	1%	-40%	-2
Cc1noc(C)c1CSc1nc2cc(S(=O)(=O)N3CCOCC3)ccc2o1	0%	1.0	0	-3%	-8%	-3%	?	?	3
C[C@@H]1CN([C@@H](C)CO)C(=O)CCCn2nncc2CO[C@@H]1CN(C)C(=O)Oc1ccccc1	-5%	.	.	-5%	-1%	.	.	-2%	2
O=C(c1ccc2c(c1)OCO2)N1CCC2(CC1)OCCO2	-2%	0.2	2	-7%	-9%	-12%	-4%	-12%	-2
COc1ccc(NC2(C#N)CCCCC2)cc1	-3%	0.7	-15	-3%	2%	1%	5%	-2%	1
Cc1[nH]c2ccccc2c1C(=O)C(=O)N1CC2CC(C1)c1cccc(=O)n1C2 (stereo not drawn)	1%	1.1	8	-4%	-7%	-6%	0%	11%	-6
CC(Cc1ccccc1Sc1ccccc1)N(C)C (stereo not drawn)	-13%	0.8	7	-1%	2%	-2%	12%	1%	-7
O=C(O)c1ccccc1-c1ccc(C=C2C(=O)N(c3ccccc3)C(=S)N(c3ccccc3)C2=O)o1	-18%	.	.	-8%	1%	33%[activator]	?	32µM*	5
CN(C)[C@@H]1C(=O)C(C(N)=O)=C(O)[C@@]2(O)C(=O)C3=C(O)c4c(O)ccc(Cl)c4[C@@](C)(O)[C@H]3C[C@@H]12	5%	0.2	10	2%	2%	3%	-10%	?	15
CCN(CC)C(=O)Cn1cc(C=C2C(=O)N(C)C(=O)N(C)C2=O)c2ccccc21	-11%	0.3	1	-2%	1%	-4%	-16%	0%	4
Cc1ccc(C2SCC(=O)Nc3c2c(=O)[nH]n3C2CCOC(C)(C)C2)cc1 (stereo not drawn)	-1%	-0.7	37*	-4%	-4%	9%	10%	5%	-9
Cc1nn(Cc2ccccc2)c(Cl)c1C(=O)OCC(=O)NCC1CCCO1 (stereo not drawn)	-5%	3.3	1	-5%	1%	-15%	-27%	67%[activator]	2
CC(NCC#Cc1ccccc1)C(O)c1ccccc1 (stereo not drawn)	-3%	-0.5	3	-1%	0%	6%	-21%	-2%	1
COC(=O)C1C2c3ccccc3OC1(C)N=c1s/c(=C/c3cnn(C)c3C)c(=O)n12 (stereo not drawn)	-14%	1.2	-12	-3%	-1%	1%	-9%	3%	-10
O=c1cccc2n1CC1CC2CN(S(=O)(=O)c2ccc(F)cc2)C1 (stereo not drawn)	9%	1.2	-8	-1%	-1%	0%	-50%	?	-5
CCCCOC(=O)c1ccccc1C(=O)OCCCC	-8%	0.0	11	-2%&-3%	-1%	6%	20%	3%	-4
CC(C)CC(C)N (stereo not drawn)	-3%	0.5	6	-3%	1%	10%	6%	8%	-11
Cc1cc(C)cc(OCC(=O)Nc2ccc(Cl)cc2C(=O)c2ccccc2)c1	0%	-1.5	.	-1%	-10%	-1%	-6%	-5%	-3
COC(=O)C1=C(c2c(C)noc2C)C[C@@H]2CC[C@H]1N2C(=O)N1CCC(O)CC1	1%	0.6	-15	-3%	1%	-14%	5%	-27%	-2

2 of these compounds in another layout.
> CC(Cc1ccccc1Sc1ccccc1)N(C)C (stereo not drawn)
  Vif-APOBEC3F blk: -13%; D2 agonist: 0.8; D2 antagonist: 7; GRP78 ERSR act: -1%; Vif-APOBEC3G blk: 2%; ERG-DNA inh: -2%; RGS4 inh: 12%; ALOX12 inh: 1%; LDHA block: -7

> O=C(O)c1ccccc1-c1ccc(C=C2C(=O)N(c3ccccc3)C(=S)N(c3ccccc3)C2=O)o1
  Vif-APOBEC3F blk: -18%; D2 agonist: .; D2 antagonist: .; GRP78 ERSR act: -8%; Vif-APOBEC3G blk: 1%; ERG-DNA inh: 33%[activator]; RGS4 inh: ?; ALOX12 inh: 32µM*; LDHA block: 5

Only part of the results is shown; count on the stated rates, not on these rows.
